TRHR PAM: TRH receptor (human) allosteric enhancement | TRHR cells, fluo-8 calcium fluorescence, EC20 TRH enhancement | enhancement, % at 2 µM | P34981 | 360,000 tested, 0.66% active | AID 493056; in the data active means enhancement above about 30%; further: 0% is about no effect
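Enhancer read-out: after compound pinning and an initial kinetic agonist-mode read, an EC20 of TRH (10 nM final) was injected and fluo-8 calcium signal (Ex 480/Em 530) followed at 1 s/cycle for 100 cycles in TRHR-expressing cells.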
TrxR1 inh: inhibitors of rat thioredoxin reductase 1; 390,000 tested, 1% active; AID 588453; recombinant rTrxR1, NADPH fluorescence consumption, selenite substrate; O89049; Potency, µM (titrated, usually from 114 µM), for the others: at the top dose activity change, negative = inhibition, most hits filed as inhibitors; further: potency means the concentration at half of the fitted maximal effect; on the % scale 0 is the no-effect control and ±100 the full control effect; nearly all actives have a fitted effect of over 65% in size
Target sequence (O89049 whole entry, looked up): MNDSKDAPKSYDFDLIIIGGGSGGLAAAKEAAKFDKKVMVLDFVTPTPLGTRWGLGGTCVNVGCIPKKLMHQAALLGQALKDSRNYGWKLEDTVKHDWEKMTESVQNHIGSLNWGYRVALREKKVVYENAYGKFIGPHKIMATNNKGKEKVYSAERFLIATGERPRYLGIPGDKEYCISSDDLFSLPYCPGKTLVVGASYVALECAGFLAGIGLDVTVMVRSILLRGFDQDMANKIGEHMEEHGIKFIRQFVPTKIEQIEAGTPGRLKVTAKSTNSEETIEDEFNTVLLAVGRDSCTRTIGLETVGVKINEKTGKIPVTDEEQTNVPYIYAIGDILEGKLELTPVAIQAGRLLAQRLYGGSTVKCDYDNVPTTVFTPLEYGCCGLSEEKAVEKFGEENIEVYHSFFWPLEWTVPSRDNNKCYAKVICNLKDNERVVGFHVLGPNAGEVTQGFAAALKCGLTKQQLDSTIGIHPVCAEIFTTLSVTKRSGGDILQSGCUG
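Rat TrxR1 (90 nM in the dispensed reagent) was pre-reduced with 400 uM NADPH for 5 min at room temperature, then incubated with compound for 15 min. After 400 uM selenite was added, NADPH fluorescence (Ex 340/Em 450 nm) was followed for 8 min.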
USP1 inh: inhibitors of human USP1/UAF1 deubiquitinase; Potency, µM (series often up to 57.1 µM), inactives show top-dose activity change, negative = inhibition, usual class: inhibitors; 390,000 tested, 0.23% active; recombinant USP1/UAF1, Ub-Rhodamine cleavage fluorescence; further: potency means the concentration at half of the fitted maximal effect; on the % scale 0 is the no-effect control and ±100 the full control effect; nearly all actives have a fitted effect of over 60% in size; inactives centre near -12
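In this screen, compounds sit with the deubiquitinase complex (1nM) for 15 min at room temperature before Ub-Rho is added at 150nM final. Fluorescence rise is then followed for 6 reads every 60 seconds.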
D2 antag: antagonizes the human D2 dopamine receptor; P14416; HEK293 TREx D2 cells, calcium flux, dopamine EC80; inhibition, % at 10 µM; 340,000 tested, 2% active; AID 485344; in the data active means inhibition above about 30%; further: 0% is about no effect
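Dopamine at EC80 is the agonist stimulus; test compounds precede it by 180 s. Calcium flux read kinetically in a force-coupled, inducible HEK293 T-REx D2 cell line.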
IDH1 R132H inh: human IDH1 R132H inhibition. 390,000 tested, 0.093% active. AID 602179. O75874. Potency, µM (top dose mostly 76.6 µM), without a hit: at the highest dose activity change, negative = inhibition, usual class: inhibitors. IDH1-R132H enzyme, NADPH consumption, diaphorase/resazurin fluorescence; further: potency means the concentration at half of the fitted maximal effect; on the % scale 0 is the no-effect control and ±100 the full control effect; nearly all actives have a fitted effect of over 65% in size
Target sequence (O75874 whole entry R132H, stated change not applied): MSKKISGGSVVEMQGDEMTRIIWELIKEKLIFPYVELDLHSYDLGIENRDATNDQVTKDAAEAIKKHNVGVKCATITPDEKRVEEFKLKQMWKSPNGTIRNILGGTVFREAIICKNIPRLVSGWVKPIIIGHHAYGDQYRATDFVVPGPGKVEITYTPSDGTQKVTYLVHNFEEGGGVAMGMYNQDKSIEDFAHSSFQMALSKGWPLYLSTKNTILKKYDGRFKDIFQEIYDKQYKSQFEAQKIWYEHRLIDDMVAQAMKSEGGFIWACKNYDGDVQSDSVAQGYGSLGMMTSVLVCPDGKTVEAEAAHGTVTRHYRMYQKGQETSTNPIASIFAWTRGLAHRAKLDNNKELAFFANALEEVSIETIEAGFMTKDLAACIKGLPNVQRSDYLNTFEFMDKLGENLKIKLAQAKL
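IDH1-R132H (0.5 ug/mL) preincubated 30 min with compound, then NADPH (0.016 mM) and alpha-KG (2 mM) added; 80 min at RT, pH 7.5. Remaining NADPH coupled via diaphorase/resazurin to fluorescence (540/590 nm); concentration-response curves normalized to no-enzyme control.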
TrxR1 substrate: is turned over as a substrate by rat TrxR1; 390,000 tested, 0.01% active; O89049; purified TrxR1 substrate turnover, NADPH consumption readout; Potency, µM (series often up to 114 µM), for inactives: at the highest dose activity change, negative = substrate turnover; further: potency means the concentration at half of the fitted maximal effect; on the % scale 0 is the no-effect control and ±100 the full control effect; nearly all actives have a fitted effect of over 50% in size
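Rat TrxR1, dispensed at 90 nM, was prereduced with 400 uM NADPH (final) for 5 min at ~22 deg C, then incubated with compound 15 min before 400 uM selenite. A first-read NADPH fluorescence drop versus no-compound background flagged substrates.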
D2 agonist: D2 dopamine receptor (human) agonism. P14416. HEK293 T-REx D2 cells, calcium flux agonist mode. activation, % at 2 µM. 340,000 tested, 0.53% active. AID 485358;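 active means activation over 3 SD above normal in the single-dose calcium agonist read, cut at about 30% in these data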; further: 0% is about no effect
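Calcium-flux readout, 1 cycle/sec over 180 s following compound pin transfer, in inducible HEK293 Trex D2 cells (force-coupled); dopamine controls included. Positive calcium responses during this window marked compounds as potential agonists.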
Pin1 inh: inhibitors of human Pin1; Q13526; Pin1 FP peptide displacement, HiFluor488, 10 min; Potency, µM (highest dose often 115 µM), inactives show at the top dose activity, negative = inhibition, usual class: inhibitors; 390,000 tested, 0.009% active; AID 504891; active means well fitted inhibition curve with a large enough effect in the polarisation, with a control signal flat, not every such curve was filed as active; inconclusive means small, poorly fitted or top-dose-only effect, or effect the other way, or a change in a side signal; inactive means no such curve, though single readings can be large or run the other way; the % refers to the polarisation; further: potency means the concentration at half of the fitted maximal effect; on the % scale 0 is the no-effect control and ±100 the full control effect
Target sequence (Q13526 whole entry, looked up): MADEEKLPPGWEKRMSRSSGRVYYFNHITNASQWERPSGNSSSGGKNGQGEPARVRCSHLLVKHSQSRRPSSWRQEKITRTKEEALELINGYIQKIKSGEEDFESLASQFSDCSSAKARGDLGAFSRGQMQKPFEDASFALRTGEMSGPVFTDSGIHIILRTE
TRHR ag: agonists of human TRH receptor; TRHR cells, calcium flux fluo-8, FDSS agonist mode; activation, % at 2 µM; 360,000 tested, 0.18% active; AID 493084; in the data active means activation above about 30%; further: 0% is about no effect
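TRHR-expressing cells loaded with fluo-8 calcium dye; 23 nL library compound pin-transferred, kinetic FDSS fluorescence (Ex 480/Em 530) recorded about 180 s for agonist-induced calcium release, before a 10 nM TRH EC20 addition for potentiator mode.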
Active calls of the source: *; ? = inconclusive; nt = no result given; & = joins results of further samples; [ ] = dose if it differs, or a comment. Unless noted, the call rests on the fitted dose curve; in most records, active means well fitted inhibition curve with a large enough effect; inconclusive means small, poorly fitted or top-dose-only effect; inactive means no such curve, though single readings can be large or run the other way. An excerpt. The share of hits here may be higher or lower than overall.

SMILES | TRHR PAM | TrxR1 inh | USP1 inh | D2 antag | IDH1 R132H inh | TrxR1 substrate | D2 agonist | Pin1 inh | TRHR ag
O=C(NCCc1ccccc1)c1ccc2c(c1)N(Cc1ccc(Cl)cc1)C(=O)c1ccccc1S2(=O)=O | 1.0 | 27.3% | -31.1% | nt | 0.3% | 1.3% | 0.4 | 28.8% | 1.2
COc1ccc(/C=C/C2=CC(C)(C)NC(=S)N2)cc1 | -1.1 | -8.8%[57.1 µM] | -6.7% | nt | -2.4% | 8.7%[57.1 µM] | nt | 6.9% | 1.8
Cc1ccc(-c2noc(C3CCCN(C(=O)c4c(F)cccc4F)C3)n2)cc1 (centres undefined) | -4.8 | 16.2% | -20.1% | 6.5 | 9.5% | 0.2% | 0.2 | -2.3% | -1.2
Cc1nn(-c2ccccc2)c(C)c1NC(=O)COC(=O)Cc1ccccc1F | -2.0 | -6.1% | -5.6% | 1.5 | 3.7% | -1.6% | 0.1 | 1.1% | -0.4
Cc1c(C(O)CN2CCN(Cc3ccc4c(c3)OCO4)CC2)c2ccccc2n1C (centres undefined) | -0.5 | ? | 0.7% | -3.4 | -9.0% | 7.9%[57.1 µM] | 0.7 | -1.5% | 0.5
COc1ccc(C(C(=O)NCC2CCCO2)N(C(=O)c2snc(C(N)=O)c2N)c2ccccc2)cc1OC (centres undefined) | 5.2 | 19.1%[57.1 µM] | -9.7% | -0.5 | -2.1% | -0.3%[57.1 µM] | 0.4 | -0.3% | 0.0
CCOc1ccc(CCNC(=O)C2CCN(C(=O)N(C)C)CC2)cc1OCC | -4.4 | 7.6% | 2.7% | 3.7 | 11.4% | 9.2%[57.1 µM] | 0.1 | 4.9% | -0.1
O=C(Cn1ncc2c3ccccc3n(Cc3ccc(F)cc3)c2c1=O)NCCC1=CCCCC1 | 11.3 | 9.1% | -1.1% | nt | -11.2% | 7.4% | 0.2 | -1.3% | -0.2
CCCCN(CC)CCNC(=O)C1c2cc(OC)c(OC)cc2C(=O)N2CCc3ccccc3C12 (centres undefined) | -3.6 | -7.8% | -5.9% | 3.7 | 2.8% | -11.4% | 1.3 | 2.5% | -0.3
CC(C)(C)NC(=O)NC(=O)COC(=O)COc1ccc2c(c1)CCC2 | 6.7 | 8.1% | -22.6% | -2.0 | 2.6% | -1.4% | -0.1 | -0.3% | 0.1
O=C(/C=C/c1ccco1)N/C(=C\c1ccco1)C(=O)NCCc1nc2ccccc2[nH]1 | -3.8 | ? | -9.8% | -1.2 | -3.1% | -6.9% | 0.3 | 22.1% | -0.3
Cc1cc(Cl)ccc1OCC(=O)N1CCN(c2ncccn2)CC1 | 1.2 | 2.3%[57.1 µM] | -11.8% | -12.0 | 2.0% | 5.8%[57.1 µM] | 0.9 | -0.7% | -0.2
O=c1[nH]c2ccccc2nc1/C=C/c1ccc(F)cc1 | 1.4 | 12.3%[57.1 µM] | 45.4%[activator] | -4.8 | -5.9% | 8.6%[57.1 µM] | -0.1 | ? | -2.4
COc1ccc(C)c2sc(NNC(=O)COc3ccccc3)nc12 | 4.3 | nt | nt | -6.0 | nt | nt | -0.9 | nt | 0.3
CC(=O)c1cccc(NC(=O)COC(=O)C2=COCCO2)c1 | 1.0 | 29.1% | -23.7% | -8.0 | 7.3% | 6.2% | 3.4 | -6.4% | 0.9
O=C(Cn1nc(-c2ccc(Cl)cc2)ccc1=O)NCc1ccccc1Cl | -5.9 | 3.2%[57.1 µM] | ? | nt | -4.8% | 1.0%[57.1 µM] | 0.1 | 6.8% | -0.2
Cc1cccc(OCCNc2cc(N3CCOCC3)ccc2[N+](=O)[O-])c1 | 8.3 | -0.3% | -4.9% | -6.8 | 9.3% | -1.6% | 1.0 | 8.5% | 0.1
Cc1ccc(C2Nc3ccccc3NC3=C2C(=O)OC(C)C3)cc1 (centres undefined) | -1.0 | -1.3%[57.1 µM] | -4.3% | -9.6 | -0.9% | 0.0%[57.1 µM] | 1.7 | -3.2% | -0.1
c1cc(C2OCCN2CC2COC3(CCCC3)O2)ccn1 (centres undefined) | -2.5 | -32.8% | -11.1% | -0.7 | -3.3% | -8.5% | 0.6 | -5.8% | 0.5
CSc1cccc(NS(=O)(=O)c2ccc3c(c2)NC(=O)C(C)C(=O)N3)c1 (centres undefined) | -2.5 | 28.9%[57.1 µM] | 0.5% | -5.5 | -5.3% | 2.5%[57.1 µM] | -0.1 | 2.3% | 0.0
CC1CCCN(C(=O)CSc2ncccn2)C1 (centres undefined) | -0.9 | 27.1% | -5.6% | 9.0 | -4.3% | 4.5% | 0.5 | -3.2% | 0.8
CCc1ccccc1NC(=O)c1cnc(N2CCCCC2)c2ccccc12 | 2.9 | 23.3%[57.1 µM] | -7.7% | nt | 10.2% | 8.9%[57.1 µM] | -0.1 | 3.8% | 0.0
NC(=S)N/N=C/c1coc2ccc(Cl)cc2c1=O | -2.4 | 18.6%[57.1 µM] | 0.5% | -0.6 | 6.5% | -1.3%[57.1 µM] | 0.6 | 8.8% | 0.5
Cc1ccnc(Nc2nc(-c3ccc(O)cc3O)cs2)c1 | 10.8 | -4.2% | -17.3% | 8.1 | 1.6% | -8.1% | 1.7 | 0.0% | 0.2
O=C(Nc1ccc(Oc2ccccc2)cc1)c1cnc2n(c1=O)CCS2 | -1.5 | 3.0% | -10.7% | nt | -2.9% | 14.1% | nt | ? | -0.1

More results follow:
SMILES | TRHR PAM | TrxR1 inh | USP1 inh | D2 antag | IDH1 R132H inh | TrxR1 substrate | D2 agonist | Pin1 inh | TRHR ag
Cc1ccc(S(=O)(=O)N(C)C)cc1NC(=O)C(C)OC(=O)c1ccc2ccccc2n1 (centres undefined) | -1.9 | 17.4% | -18.3% | 5.2 | 3.7% | 4.5% | -1.9 | -2.7% | -1.2
O=C(CCn1c(=O)[nH]c2ccccc2c1=O)NCCCN1CCN(c2cccc(Cl)c2)CC1 | -3.8 | -1.6% | -7.6% | nt | 1.9% | 4.4% | nt | -7.2% | 0.0
CC(C)(C)c1nnc(SCC(=O)Nc2ccc(N3CCCCC3)cc2)n1N | 1.3 | 13.3% | -0.4% | -4.0 | 1.2% | -4.8% | -0.3 | 0.4% | 0.0
CCOC(=O)C1CCCN(C(=O)c2cc3c(-c4cccc(OC)c4)nn(C)c3s2)C1 (centres undefined) | -5.5 | -1.9% | -16.3% | 8.5 | -1.3% | 0.1% | -0.4 | -1.7% | -2.6
Cc1cccc(NC(=O)c2ccccc2SCc2ccc(F)cc2)n1 | -2.2 | 3.5% | -20.8% | -6.9 | 1.7% | -2.8% | 0.3 | -0.6% | -0.4
C/C(=N\NC(=S)Nc1cccc(C)c1)c1cc2ccccc2o1 | -1.1 | -4.3%[57.1 µM] | -14.6% | 14.0 | -4.7% | -4.0%[57.1 µM] | -0.7 | 21.1% | 0.2
COc1ccc(/C=N/n2c(-c3cccs3)n[nH]c2=S)cc1 | nt | -11.7%[57.1 µM] | -3.5% | nt | 2.1% | 8.3%[57.1 µM] | nt | -4.9% | nt
CCC(C(=O)OCC(=O)NC(=O)c1ccccc1OC)c1ccccc1 (centres undefined) | 5.9 | 2.8%[57.1 µM] | -18.1% | -0.1 | 0.0% | -1.7%[57.1 µM] | 1.2 | 1.6% | -0.3
Cc1cc(N2CCN(C)CC2)nc(-c2ccccc2O)n1 | 3.2 | -15.5% | -11.5% | 0.6 | 0.0% | -11.5% | 0.1 | -0.2% | 0.3
Cc1nonc1CN(C)C(=O)CC1C(=O)NCCN1Cc1ccc(F)c(F)c1 (centres undefined) | 4.8 | 10.4%[57.1 µM] | -16.5% | 0.5 | 0.5% | 3.6%[57.1 µM] | -0.3 | -11.5% | 0.2
CCOC(=O)N1CCN(C(=O)CN(C2CCCCC2)S(=O)(=O)c2ccc(C)cc2)CC1 | 4.9 | 2.6% | -15.5% | 5.5 | 3.6% | -1.7% | -2.4 | -3.5% | -0.5
c1ccc(-c2nc(C3CCCCC3)no2)cc1 | -1.0 | 9.6% | -7.4% | -0.9 | -3.2% | 0.1% | -0.3 | -12.1% | 0.5
COc1ccc(-n2c(=S)[nH]c3sc4c(c3c2=O)CCN(C)C4)cc1 | 19.4 | nt | nt | -0.1 | nt | nt | 0.2 | nt | 0.2
CCOC(=O)C(C)Oc1cccc2c(=O)n(CC(=O)Nc3ccc(OCC)cc3)ccc12 (centres undefined) | -0.4 | 12.4%[57.1 µM] | -20.1% | 7.3 | -7.9% | 3.3%[57.1 µM] | 0.8 | 6.2% | 0.1
N#Cc1ccc(C(=O)OCC(=O)Nc2ccc(N3CCOCC3)cc2)cc1 | 17.6 | 18.9%[57.1 µM] | -4.1% | -1.2 | -1.3% | 3.9%[57.1 µM] | 0.5 | -6.1% | 0.6
CCN1C(=NCCCCO)N[C@@H](c2cccc(C(F)(F)F)c2)C(C(=O)OC)=C1C | -5.5&-4.3 | 6.7% | ? | 19.8 | 6.1% | 2.3% | 0.2 | -1.4% | -0.1&0.9
COc1cccc(C2C(C(=O)OC(C)C)=C(C)Nc3ncnn32)c1 (centres undefined) | -3.0 | 4.4% | -6.7% | -5.5 | 3.7% | -5.2% | -1.0 | -3.1% | -0.6
CCc1ccc(NC(=O)C2CCN(S(=O)(=O)c3ccc4c(c3)NC(=O)C(C)S4)CC2)cc1 (centres undefined) | -0.9 | 15.6% | ? | 4.9 | -0.4% | -6.0% | -0.1 | ? | 1.1
CCCCCN(C(=O)CCC(=O)OCCOc1ccc(OCC)cc1)c1c(N)n(CCCC)c(=O)[nH]c1=O | 8.1 | -9.5% | -12.0% | -19.6 | -5.1% | -10.9% | -0.1 | 0.0% | 0.0
COc1ccc(NC(=O)C2CCC(CNC(=O)[C@@H]3Cc4ccccc4CN3)CC2)cc1 (some centres undefined) | -4.7 | 18.8% | -12.8% | 14.9 | -5.1% | 4.0% | 0.3 | 0.2% | 0.0
CCOC(=O)c1nnn(CC(=O)Nc2cccc(Cl)c2C)c1C(=O)OCC | -1.2 | 1.3%[57.1 µM] | -4.6% | 7.2 | -1.8% | -9.3% | -0.8 | -1.2% | 0.3
